Bioassay records deposited in PubChem by National Center for Advancing Translational Sciences (NCATS).
HT1080 IDH1KD tx: kills HT-1080 cells with IDH1 knockdown; HT-1080 IDH1 knockdown viability, ATP luminescence, 48 h; Potency, µM (top dose mostly 46.1 µM), for inactives: top-dose activity, negative = toxicity, most hits filed as cytotoxic; 360,000 compounds, 2% hits; AID 686971;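 also: potency is read from the fitted curve at half-maximal effect; 0% = DMSO wells and -100% = cell-free medium wells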
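IDH1KD HT-1080 cells, 750/well, RPMI + 5% FBS; compound pinned after 2 h settling; 48 h, 37 °C; CellTiter-Glo luminescence; % activity normalised to DMSO and no-cell wells; curves fitted, classed by r2 and efficacy.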
SW480 rereplic: DNA re-replication induction in SW480 cells; Potency, µM (highest dose often 46.1 µM), for the others: at the top dose re-replication activation, most hits filed as activators; SW480 DNA re-replication, Hoechst DNA content imaging, 48 h; 340,000 compounds, 1.8% hits; also: potency is read from the fitted curve at half-maximal effect; % of control where 0% means no effect; nearly all actives have a fitted effect of over 55% in size
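Readout is total intensity of Hoechst-stained nuclei, excited at 405 nm and collected at 500-530 nm. Compound treatment lasted 48 hr at 37 C in 5% CO2 before staining.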
IL-1B inflam inh: blocks inflammasome-driven IL-1 beta release; THP-1 LPS/ATP IL-1B secretion, AlphaLISA, 16 h; hits give low values; activity change, % at 57.5 µM; 360,000 compounds, 4.7% hits; AID 743279; in the data active = activity change below about -50%; inconclusive = mostly about -30% to -49%; also: % is scaled to controls: 0 for no effect and ±100 for the full control effect
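Secreted IL-1B measured by AlphaLISA bead assay after 16 h compound exposure of THP-1 cells; compounds (final up to 57.5 uM) added 1 h before LPS (250 ng/mL) and ATP (1.25 mM) stimulation; lower signal means less secretion.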
KB-3-1 tox: KB-3-1 parental cell cytotoxicity; KB-3-1 viability, CellTiter-Glo ATP luminescence, 72 h; Potency, µM (series often up to 46.1 µM), for inactives: at the highest dose activity change, negative = cytotoxic, actives largely listed as cytotoxic; 400,000 compounds, 1.4% hits; also: potency is read from the fitted curve at half-maximal effect; % is scaled to controls: 0 for no effect and ±100 for the full control effect; nearly all actives have a fitted effect of over 60% in size
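Cells are dispensed, compounds pinned in, plates held at 37 °C for 72 h, then CellTiter-Glo is added and luminescence read after 10 minutes. Cell line: parental KB-3-1 in phenol-red-free DMEM, 10% FBS.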
MCF10A rerep: DNA re-replication induction in MCF 10a cells; MCF 10A DNA re-replication, Hoechst nuclear intensity, 48 h; Potency, µM (series often up to 46.1 µM), inactives show top-dose activity, positive = re-replication, actives largely listed as activators; 350,000 compounds, 2.9% hits; AID 624296; also: potency is read from the fitted curve at half-maximal effect; % of control where 0% means no effect; nearly all actives have a fitted effect of over 50% in size
ATXN2 expr inh: ATXN2 expression inhibition | Potency, µM (top dose mostly 57 µM), for the others: top-dose activity change, negative = inhibition, hits mostly inhibitors | 360,000 compounds, 0.72% hits | HEK-293 ATXN2-luciferase reporter, luminescence, 24 h; also: potency is read from the fitted curve at half-maximal effect; % is scaled to controls: 0 for no effect and ±100 for the full control effect; nearly all actives have a fitted effect of over 55% in size
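qHTS (up to 57 uM final) was run with 24 h compound exposure of reporter cells at 37 °C. Each well was multiplexed: SteadyGlo luminescence measured ATXN2-luciferase expression after a fluorogenic Gly-Phe-AFC viability readout (25 uM final).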
HT1080-NT tox: kills 2HG-producing HT-1080-NT fibrosarcoma cells | HT-1080-NT fibrosarcoma viability, CellTiter-Glo ATP luminescence, 48 h | Potency, µM (series often up to 46.1 µM), for the others: top-dose activity, negative = less viability, actives largely listed as cytotoxic | 360,000 compounds, 1.6% hits | AID 686970;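 also: NT is the 2HG producing partner of a matched IDH1 knockdown line; potency is read from the fitted curve at half-maximal effect; 0% = DMSO-treated cells and -100% = media-only wells without cells; nearly all actives have a fitted effect of over 55% in size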
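Viability by CellTiter-Glo luminescence after 48 h compound exposure at 37C of HT-1080-NT cells (750/well, RPMI, 5% FBS). % activity scaled between DMSO wells and medium-only wells, then curve-fitted and categorized by curve class.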
KB-V1 MDR tox: kills drug-selected multidrug resistant KB-V1 cells. AID 1347076. 400,000 compounds, 3.4% hits. KB-V1 MDR cells viability, CellTiter-Glo, 72 h. Potency, µM (doses to about 46.1 µM), without a hit: at the top dose activity change, negative = cytotoxicity, hits mostly cytotoxic; also: potency is read from the fitted curve at half-maximal effect; % is scaled to controls: 0 for no effect and ±100 for the full control effect; nearly all actives have a fitted effect of over 60% in size
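Luminescent ATP read-out (CellTiter-Glo, 10 min) measures survival of drug-selected KB-V1 MDR cells after 72 h, 37 degrees C compound exposure. Medium: phenol-red-free DMEM, 10% FBS. Values from fitted concentration-response curves.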
S2 tox: viability counter-screen for ATXN expression inhibitors; S2 cells (HEK-293 line with an ATXN2-luciferase reporter) viability, CellTiter-Fluor protease fluorescence, 24 h; Potency, µM (doses to about 56.7 µM), most hits filed as cytotoxic; 400,000 compounds, 0.49% hits; also: potency is read from the fitted curve at half-maximal effect; nearly all actives have a fitted effect of over 40% in size
Active calls of the source: *; i = inactive; ? = inconclusive; · = not tested or not shown; [ ] = dose if it differs, or a comment. Unless noted, calls follow the shape of the dose curve; as a rule, active = well fitted curve in the direction sought with a large enough effect; inconclusive = small, poorly fitted or top-dose-only effect, or another doubt; inactive = no such curve, though single readings can be large; an effect the other way counts as inactive or inconclusive.

SMILES	HT1080 IDH1KD tx	SW480 rereplic	IL-1B inflam inh	KB-3-1 tox	MCF10A rerep	ATXN2 expr inh	HT1080-NT tox	KB-V1 MDR tox	S2 tox
O=[N+]([O-])c1cc(CN2CCN(c3cccc(C(F)(F)F)c3)CC2)c2cccnc2c1O	?	?	108	3.7µM*	8%	0%	?	?	?
O=C(CCS(=O)(=O)Cc1ccccc1)N1CCN(c2ccccc2)CC1	3%	-14%	-2	-4%	0%	-4%	24%	0%	i
CC(C)C[C@H](NC(=O)c1nc[nH]c1C(=O)N[C@@H](CCCCN)C(=O)OC(C)(C)C)C(=O)OC(C)(C)C	13%	?	-8	12%	?	1%	11%	7%	i
COc1ccc(C(=O)Cc2ccc(F)cc2)c(OC)c1	25%	1%	0	2%	-4%	46%[activator]	21%	?	i
O=Cc1cn(-c2ccccc2)nc1-c1ccccc1	-9%	10%	-5	0%	14%	·	-9%	-1%	i
COC(=O)CNC(=O)CCCCC(=O)NCC(=O)OC	-11%	1%	0	1%	-4%	7%	-6%	-8%	i
CCOC(=O)[C@]12CCC=C1N(Cc1ccc(Cl)cc1Cl)C(=O)[C@H](CC(=O)NCc1ccccc1)C2	?	·	-64*	-24%	·	?	?	?	?
COc1ccc(C(=O)N2CCC(n3c(C)nc4cc(F)ccc43)CC2)cc1	-10%	-3%	21	-15%	-2%	-12%	?	-10%	i
COCCN(CCOC)C(=O)C1CCN(c2ccc(S(=O)(=O)N3CCOCC3)cc2[N+](=O)[O-])CC1	13%	-1%	11	8%	0%	1%	6%	-3%	i
COc1ccc(CN2C3CCCC2CC(NC(=O)Nc2ccccc2)C3)cc1 (centres undefined)	1%	-3%	-26	-26%	2%	-5%	4%	2%	i
COc1ccc(C(N)c2csc(Nc3nncc4ccccc34)n2)cc1 (centres undefined)	?	·	-17	-5%	·	-32%	?	?	?
C=CCc1cc(OC)ccc1OCCOCCC(C(=O)OCC)C(=O)OCC	9%	1%	-2	-4%	-3%	-15%	4%	2%	i
COc1ccc(/C=N/NC2=NS(=O)(=O)c3ccccc32)cc1	0%	-4%	12	9%	11%	·	2%	29%	i
Cc1ccc(C(=O)Nc2cccc(C(=O)N/N=C/c3ccc(F)cc3)c2)cc1	-1%	-9%	23	-4%	-10%	-8%	-19%	-8%	i
COc1ccc(/C=N/c2oc(-c3ccccc3)cc2C#N)cc1	-3%[9.24 µM]	-5%	-16	2%	8%	11%	1%	-23%	i
COCCCNC(=O)C1=CCN(S(=O)(=O)c2ccc(C)cc2)CC1	8%	2%	11	-4%	?	-20%	0%	10%	?
CN(C)c1cccc(C(=O)OCCCC(=O)c2ccc(F)cc2)c1	-2%	-5%	4	·	?	8%	0%	·	i
CC(=O)c1cccc(NC(=S)NC2CCCCCCC2)c1	-9%	-5%	-6	7%	3%	-9%	-3%	10%	i
COc1cc(/C=C2\SC(c3ccc(C)cc3)=NC2=O)cc(OC)c1OC	15%	-4%	27	15%	5%	?	5%	-28%	i
CC(=O)Nc1ccc(C(=O)CSc2nnnn2C(C)C)cc1	-2%	1%	12	-7%	-1%	24%	-7%	16%	i
CCOc1ccc(/C=C2/SC(=O)NC2=S)cc1	-2%	-7%	-7	10%	24%	14%	-12%	-29%	?
O=C1CCSc2ccc(Cl)cc2N1Cc1ccc(Cl)cc1	-4%[9.24 µM]	1%	?	?	?	-12%	-25%	?	i
Cc1cc(-c2ccccc2C(=O)NC2CCCCC2)on1	12%	30%	·	3%	-11%	-22%	8%	-5%	?
COc1ccc(C(=O)NCC(=O)N/N=C/c2ccc([N+](=O)[O-])o2)cc1OC	15µM*	12µM*	-86*	?	?	-6%	?	?	?

Marked active in IL-1B inflam inh, of those listed so far:
structure	SW480 rereplic	IL-1B inflam inh
CCOC(=O)[C@]12CCC=C1N(Cc1ccc(Cl)cc1Cl)C(=O)[C@H](CC(=O)NCc1ccccc1)C2	·	-64*
COc1ccc(C(=O)NCC(=O)N/N=C/c2ccc([N+](=O)[O-])o2)cc1OC	12µM*	-86*

Further results follow.
SMILES	HT1080 IDH1KD tx	SW480 rereplic	IL-1B inflam inh	KB-3-1 tox	MCF10A rerep	ATXN2 expr inh	HT1080-NT tox	KB-V1 MDR tox	S2 tox
CCC(C)(C)C1CCC(=NNC(=S)Nc2cccnc2)CC1 (centres undefined)	7%	?	20	13%	6%	-2%[11.3 µM]	7%	23%	i
O=C(Nc1ccc(F)cc1F)C1CCN(c2ncnc3c2sc2cccc(F)c23)CC1	-3%	-4%	27	3%	24%	1%	0%	15%	?
COc1ccc(C2SCC(C(=O)O)N2C(C)=O)cc1OC (centres undefined)	2%	1%	-15	9%	11%	-4%	1%	3%	i
COc1ccc(Nc2cc(C)nc3nc(C)nn23)cc1Cl	-6%	-5%	-21	-2%	5%	-5%	-11%	2%	i
CCN(N)C(=S)Nc1ccc(F)cc1	0%	-2%	-6	-1%	-7%	?	-14%	0%	i
COc1ccc(C(CC(=O)O)NC(=O)COc2cc(C)ccc2C)cc1OC (centres undefined)	9%	-5%	0	11%	2%	-7%	4%	19%	i
Cc1nc(NC(=O)C(C)(C)C)sc1C(=O)Cn1cc(CCc2ccccc2)nn1	3%	·	-16	0%	·	-3%	3%	17%	i
C=CCOc1ccc(C(c2c(O)nc(SC)[nH]c2=O)c2c(O)nc(SC)[nH]c2=O)cc1	3%	7%	14	3%	0%	1%	4%	16%	i
Cc1c(-c2cccs2)[n+](=O)c2c(n1[O-])CCCC2	3%	-6%	3	3%	16%	-5%	13%	-13%	i
COc1ccc(S(=O)(=O)NCC(=O)N(CC(=O)NCc2ccccc2)Cc2ccco2)cc1	11%	-8%	-12	-1%	-8%	-3%	0%	-16%	i
CCOC(=O)N1C2C=CC(C2)N1C(=O)OCC	5%	1%	-2	0%	2%	4%	0%	?	i
COC(=O)C1C(=O)CC(C)(O)C(C(=O)OC)C1/C=C/c1ccccc1 (centres undefined)	14%	0%	4	0%	2%	-5%	10%	2%	i
CC(NC(=S)Nc1ccc(OC(F)F)cc1OC(F)F)C(C)(C)C (centres undefined)	-5%	-5%	-91*	-9%	3%	-28%	-3%	-15%	i
CC1=C(C(=O)Nc2ccccc2)C(c2ccc(F)cc2)n2nc(SCc3cc(C)ccc3C)nc2N1 (centres undefined)	·	·	·	5%	·	3%	·	14%	i
CCCOc1ccc(/C=C/C(=O)Nc2ccc([N+](=O)[O-])cc2)cc1	-4%	3%	-87*	7.3µM*	15µM*	?	13µM*	26µM*	?
CCC(=O)Nc1ccc2nc(SCCOc3ccccc3)sc2c1	·	·	·	0%	·	-22%	·	-4%	i
Cc1ccc(CN(C)C(=O)COC(=O)CSc2ccc(C(N)=O)cc2[N+](=O)[O-])cc1	2%	-3%	73	4%	0%	1%	1%	3%	i
Cn1nc(OCC(N)=O)ccc1=O	23%	-33%[inhibitor]	47	10%	4%	5%	17%	-8%	i
FC(F)C(F)(F)Oc1cccc(Nc2nccn3c(-c4cccc5ccccc45)cnc23)c1	?	·	-26	-15%	·	-13%	?	?	i
O=C(Nc1cccc(Cl)c1N1CCOCC1)c1cccnc1Cl	-2%	-10%	4	-1%	0%	-17%	5%	-10%	?
C/C(CCc1ccc2c(c1)OCO2)=N\NC(=O)c1ccccc1Cl	6%	-5%	14	-15%	0%	5%	14%	2%	i
Cc1sc2nc(COC(=O)c3ccc(N4CCCC4)c([N+](=O)[O-])c3)[nH]c(=O)c2c1C	21%	3%	5	26%	-2%	-3%	16%	?	i
C[C@@H](NC(=O)[C@@H]1Cc2ccccc2CN1)C(=O)Nc1ccc2c(c1)OCCO2	6%	2%	2	7%	-1%	26%	-1%	-24%	i
CCCNC(=O)CN1C(=O)COc2ccc(S(=O)(=O)N3CC(C)CC(C)C3)cc21 (centres undefined)	-2%	-8%	-3	-4%	10%	4%	0%	-26%	i
CCOC(=O)Cc1c(Sc2ccccc2)c2ccccc2n1C	-8%	7%	4	-6%	?	-13%	-2%	3%	i
Cn1c2ccc(F)cc2c2ncn(CCCN(CCO)CCO)c(=O)c21	?	-1%	4	14%	3%	-15%	?	-12%	i
S=C(Nc1ccccc1Cl)N(Cc1ccccc1)Cc1ccccn1	-18%	14%	-52*	-4%	16%	0%	-11%	?	i
O=C(CCS(=O)(=O)c1cc2c(cc1Cl)NC(=O)CO2)NCc1ccccc1Cl	·	·	·	27%	·	-2%	·	6%	i
CC[C@]12c3[nH]c4ccc(Cl)cc4c3CCN1C(=O)[C@@H](CC(=O)NCCCN(C)C)C[C@@H]2C(=O)N1CCN(C(=O)C2CC2)CC1	7%	-9%	-5	9%	1%	4%	3%	18%	i
Nc1ncnc2c1ncn2[C@@H]1O[C@H](CNC(=O)[C@@H](N)Cc2ccc(C(F)(F)F)cc2)[C@@H](O)[C@H]1O	-3%	29%	19	0%	-4%	4%	-1%	0%	i
COc1ccc(-c2cc(CNC(C)=O)on2)cc1	7%	2%	-1	-8%	-4%	7%	13%	?	i
Cc1ccc(S(=O)(=O)NCCNC(=O)C2CCCNC2=O)cc1 (centres undefined)	1%	-4%	-5	9%	-1%	4%	8%	21%	i
O=C(CNc1ccccc1)N/N=C/c1ccc2c(c1)OCO2	-16%	-20%	-8	-1%	12%	·	-24%	1%	?
COc1ccc(-c2noc(CCC(=O)Nc3cccc(C)c3C)n2)cc1OC	·	·	·	-1%	·	-8%	·	0%	i
N#C/C(=C(/O)COC(=O)c1ccc(Cl)c(S(=O)(=O)N2CCOCC2)c1)c1nc2ccccc2[nH]1	4%	-1%	6	16%	0%	4%	14%	19%	i
Nc1nc(SCc2ccccc2Cl)ns1	-12%	-1%	-17	4%	10%	21%	2%	3%	i

Compounds as they come; 11% or so of the library scored in one or more.
